Compound activity (PubChem)
E-sel inducer: E-selectin induction on HUVECs; HUVEC E-selectin immunofluorescence imaging; normalized: neutral wells 0, TNF-alpha wells 100; activation, % at 7.58 µM; 260,000 compounds, 0.37% hits;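 active means mean E-selectin-positive cell signal at least 10% of the positive control, reached in at least 60% of replicates, without over 20% cell loss; inconclusive means no rule given, readout overlaps actives, possibly toxicity-flagged; inactive means the rest, including those meeting only one limit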;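 further: in these data hits start at about 27%; measured in HUVEC primary endothelial cells; signal is the percent of cells scored E-selectin positive by PE staining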
Target sequence (P16581 whole entry, looked up): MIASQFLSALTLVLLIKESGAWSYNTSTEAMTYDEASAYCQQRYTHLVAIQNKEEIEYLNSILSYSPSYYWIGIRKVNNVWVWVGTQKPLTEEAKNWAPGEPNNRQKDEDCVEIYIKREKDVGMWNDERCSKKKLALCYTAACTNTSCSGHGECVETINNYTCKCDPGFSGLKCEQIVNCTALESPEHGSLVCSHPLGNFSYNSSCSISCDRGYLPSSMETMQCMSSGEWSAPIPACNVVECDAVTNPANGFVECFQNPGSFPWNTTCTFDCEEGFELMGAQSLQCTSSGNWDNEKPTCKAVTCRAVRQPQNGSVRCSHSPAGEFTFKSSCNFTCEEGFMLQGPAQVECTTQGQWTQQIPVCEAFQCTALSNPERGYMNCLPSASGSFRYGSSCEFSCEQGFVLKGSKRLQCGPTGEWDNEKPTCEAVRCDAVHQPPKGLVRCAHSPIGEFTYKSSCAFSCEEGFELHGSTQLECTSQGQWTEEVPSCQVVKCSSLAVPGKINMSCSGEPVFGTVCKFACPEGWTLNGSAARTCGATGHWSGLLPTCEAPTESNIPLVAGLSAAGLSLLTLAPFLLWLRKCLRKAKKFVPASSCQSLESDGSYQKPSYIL
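Test system: HUVEC; input: 3,000 HUVEC/well; measured by: immunofluorescence imaging; read-out: % PE-positive cells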
PglD inh: blocks C. jejuni PglD acetyltransferase activity; purified PglD enzyme, DTNB colorimetric CoA detection; inhibition, % at 12.5 µM; 360,000 compounds, 0.098% hits; in the data active means inhibition above about 16%, passing the limit was not always enough; inconclusive means no clear call, values can overlap the other calls; further: strong numbers were not always called active
ERp5 block: inhibitors of human ERp5; AID 651711; 350,000 compounds, 0.05% hits; inhibition, % at 9.99 µM; ERp5 insulin aggregation, absorbance 650 nm, 90 min;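 active means mean replicate inhibition above about 25%, with every replicate also reaching it, limit read from the data, passing the limit was not always enough; inconclusive means only one of those two criteria met; inactive means neither criterion met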
S100A4 MyoIIA: blocks human S100A4 binding to myosin IIA peptide. 360,000 compounds, 0.14% hits. P26447. AID 652163. S100A4/TAMRA-MyoIIA peptide fluorescence polarization. inhibition, % at 10.7 µM;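 active means mean inhibition of at least 70% across replicates, with every replicate also reaching that level; inconclusive means mean inhibition reaches 70% but some replicates fall short; inactive means mean inhibition below 70%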
Target sequence (P26447 whole entry, looked up): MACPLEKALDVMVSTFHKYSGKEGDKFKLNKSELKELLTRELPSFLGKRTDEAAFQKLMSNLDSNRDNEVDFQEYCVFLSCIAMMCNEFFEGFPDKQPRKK
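Test system: S100A4 monomer protein. Medium: HEPES buffer with Ca2+, pH 7.2. Reagent: fluorescent myosin IIA peptide, 5 nM. Compound dosing: single-point compound testing. Timing: 5 min between mix addition and reading. Benchmarks: DMSO neutral and TFP positive wells.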
Statin myotox sup: suppression of simvastatin myotoxicity; rescue of ATP level, % at 7.49 µM; C2C12 myotubes + simvastatin, ATP luminescence, 48 h; scaled: DMSO 0, geranylgeraniol control 100; AID 602340; 330,000 compounds, 0.78% hits;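 active means mean ATP rescue above about 67%, or every replicate alone reaching that limit, limit read from the data, passing the limit was not always enough; inconclusive means no clear call, values can overlap the other calls; inactive means mean under the limit and some replicate under it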;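 further: myotubes were challenged with 10 µM simvastatin during compound exposure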
SIRT5 block: inhibitors of human sirtuin-5 desuccinylase; Purified SirT5, succinyl-peptide AMC, trypsin-coupled fluorescence; inhibition, % at 15 µM; 330,000 compounds, 1.1% hits; AID 652115; in the data active means inhibition above about 15%; inconclusive means no clear call, values can overlap the other calls
Target sequence (Q9NXA8 whole entry, looked up): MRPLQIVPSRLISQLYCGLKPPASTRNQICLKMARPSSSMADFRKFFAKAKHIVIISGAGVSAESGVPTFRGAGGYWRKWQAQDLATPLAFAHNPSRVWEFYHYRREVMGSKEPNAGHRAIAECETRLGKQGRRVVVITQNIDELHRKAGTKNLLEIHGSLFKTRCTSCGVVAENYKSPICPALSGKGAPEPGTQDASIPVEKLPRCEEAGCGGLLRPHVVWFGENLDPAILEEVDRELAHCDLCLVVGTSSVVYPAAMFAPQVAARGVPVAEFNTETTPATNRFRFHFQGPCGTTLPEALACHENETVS
DENV2 CPE: inhibitors of DENV2 cytopathic effect. DENV2-infected cells, cytopathic effect rescue, plate reader. CPE inhibition, % at 9.99 µM. 350,000 compounds, 1.7% hits. AID 651640; in the data active means CPE inhibition above about 20%, passing the limit was not always enough; inconclusive means no clear call, values can overlap the other calls; tested in BHK-21 cells;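 further: 0% = median of neutral control wells and 100% = median of positive control wells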
* marks the source's active call; other numbers are inactive results; ? = inconclusive; . = no result given; & = joins results of further samples. This is a subset; the hit share may differ from the screen's.

Below each compound – E-sel inducer, PglD inh, ERp5 block, S100A4 MyoIIA, Statin myotox sup, SIRT5 block, DENV2 CPE
O=S(=O)(/N=C(/Nc1nc2ccccc2s1)c1ccccc1)c1ccccc1
→ 0.6, -4, 4, -1, 32, -3, -4
O=C(Nc1ccc2c(c1)OCO2)c1ccc(N2C(=O)c3ccccc3C2=O)cc1
→ -1.2, ., -3, -3, ., -3, .
O=C(NC1CCN(S(=O)(=O)c2ccc(Cl)cc2)CC1)C1CCCCC1
→ ., 4, 0, -1, 11, -1, 1
COc1cccc(C(=O)Nc2ccc(S(=O)(=O)N3CCCCC3)cc2)c1OC
→ 0.7, 1, 2, -2, 0, -2, 1
CCOc1ccc(S(=O)(=O)NN=C2CCN(C(C)=O)CC2)cc1
→ 5.5, 7, 1, -2, 6, 3, .
CCN1C(=O)C(=O)N(CC(=O)c2cc(C)n(C3CC3)c2C)C1=O
→ 1.5, -1, -2, 0, -5, 1, 5
C[C@@H]1CN([C@H](C)CO)C(=O)c2cc(C#Cc3ccc(F)cc3)cnc2O[C@@H]1CN(C)C
→ ., 2, -1, 1, -4, -2, 81*
CCCCc1ccc(S(=O)(=O)Nc2ccc(C)c(NS(C)(=O)=O)c2)cc1
→ ., -3, 0, -2, ., -2, -5
COCc1cc(C)nc(OCC(=O)N/N=C/c2ccccc2O)c1C#N
→ ., ., 0, -2, ., -2, 10
Cc1ccc(/C=C/C2=NN(C)C(=O)CC2)cc1
→ ., 7, -2, -4, -9, 4, 4
CC(Sc1nnc(C2CC2)n1N)C(=O)NC1CCCCC1C (centres undefined)
→ -1.0, -5, 1, -2, 1, 1, 8
CC(=O)c1ccccc1NCC(=O)Nc1ccc(C)cc1
→ 8.9, 6, -1, -3, -7, 0, 3
Cc1ccccc1-c1ccc([C@H]2[C@H]3CN(CC4CCOCC4)CCCCN3[C@H]2CO)cc1
→ -0.2, 3, 7, -9, ., -4, 7
CCOc1ccc(NC(=O)C2CC(=O)N(CCc3ccccc3)C2)cc1OC (centres undefined)
→ ., 4, -2, -20, 5, -1, 89*
CCOC(=O)N1CCC(NC(=O)Cn2ncc3c2-c2cc(C)ccc2OC3)CC1
→ -0.1, 2, -1, -3, 0, 13, 5
C[C@H]1CN([C@@H](C)CO)C(=O)c2cccc(NC(=O)C3CCCCC3)c2O[C@@H]1CN(C)C(=O)Nc1ccc(F)cc1
→ 0.2, -1, 0, 2, -16, -4, -3
Cn1cnc(S(=O)(=O)N[C@@H]2C=C[C@@H](CC(=O)NCC3CC3)O[C@@H]2CO)c1
→ 1.0, -1, -2, -11, -4, 1, -11
CC(C)n1cc(C(=O)N2CCCC(N3CCN(c4ccc(F)cc4)CC3)C2)cn1 (centres undefined)
→ 2.4, 3, -12, 2, 7, 0, -7
O=C(Nc1c(F)cc(F)cc1Br)c1ccco1
→ ., ., 5, -6, ., 1, -3
CCCn1nc(C(=O)N(C)CC(=O)Nc2ccc(OCC)c(OCC)c2)c2ccccc2c1=O
→ 2.9, -2, -4, 2, -5, -4, 6
CCOc1cc(C2NC(=O)NC(C)=C2C(=O)OCc2ccccc2)ccc1O (centres undefined)
→ ., ., -3, -3, 2, -1, 8
Cc1noc(C(C)C)c1C(=O)Nc1ccc(-c2nnc3n2CCCCC3)cc1
→ -0.5, -3, -3, 3, 4, 1, -1
COC(C[C@@H]1O[C@@H]1C(=O)COCc1ccccc1)OC
→ 0.5, 5, -6, -2, 3, ., -13
N#CCCn1cc(C(=O)Nc2cccc(C(=O)O)c2)c(-c2ccc(Cl)cc2)n1
→ 0.3, 0, -2, -1, 4, -4, -1
COc1ccc(OCCOC(=O)CNS(=O)(=O)c2ccc(SC)c([N+](=O)[O-])c2)cc1
→ 2.6, -3, 5, 0, 3, 1, 2
CCN(CC(=O)N1CCCC1)S(=O)(=O)c1ccc(F)cc1
→ 22, -7, -2, 5, 1, -2, 3
COc1cccc(N2CCN(C(=O)C3CCN(S(=O)(=O)c4cccs4)CC3)CC2)c1
→ ., ., 4, 1, ., ., -2
CC(C)(C)NC(=O)C(c1cccnc1)N(C(=O)c1csnn1)c1ccccc1 (centres undefined)
→ -0.8, 1, -2, -2, -3, 1, 7
Cc1ccc(C(=O)N/N=C(\CC(C)C)c2ccccc2)cc1
→ -2.7, -4, ?, -7, ., -2, .
CCOC(=O)c1ccc(NCn2c(=O)oc3ccccc32)cc1
→ ., -3, -7, 1, 2, -5, .

Looked up by compound from above, 3 records:
Below each compound – E-sel inducer, PglD inh, ERp5 block, S100A4 MyoIIA, Statin myotox sup, SIRT5 block, DENV2 CPE
COC(C[C@@H]1O[C@@H]1C(=O)COCc1ccccc1)OC
→ 0.5, 5, -6, -2, 3, ., -13
N#CCCn1cc(C(=O)Nc2cccc(C(=O)O)c2)c(-c2ccc(Cl)cc2)n1
→ 0.3, 0, -2, -1, 4, -4, -1
COc1ccc(OCCOC(=O)CNS(=O)(=O)c2ccc(SC)c([N+](=O)[O-])c2)cc1
→ 2.6, -3, 5, 0, 3, 1, 2

(more compounds)
Below each compound – E-sel inducer, PglD inh, ERp5 block, S100A4 MyoIIA, Statin myotox sup, SIRT5 block, DENV2 CPE
CN(C)C(=O)C[C@@H]1CC[C@@H]2[C@H](COC[C@@H](O)CN2C(=O)c2ccncc2)O1
→ 0.0, 4, ., ., 0, ., -3
N#CC1(Nc2ccc(Br)cc2)CCCC1
→ 0.2, -4, 9, -2, 11, -4, 18
C[C@H](CO)N1C[C@H](C)[C@H](CN(C)C(=O)Nc2ccc(F)cc2)Oc2c(NS(C)(=O)=O)cccc2C1=O
→ -0.1, 6, 0, -4, -6, -2, 16
Cc1ccc(C)c(C(=O)CC2(O)C(=O)N(C)c3ccccc32)c1 (centres undefined)
→ ., 1, -3, 10, 2, -4, 10
COc1ccc(NC(=S)NCC2CCN(c3ccc(OC)cc3)C2)cc1 (centres undefined)
→ ., ., -6, 0, ., ., 7
COc1ccc(C)cc1S(=O)(=O)N1CCN(C(=O)c2ncoc2-c2cccc(F)c2)CC1
→ ., 3, 2, 0, -9, 0, 5
COc1ccc(CN(C)C[C@@H]2OCCCC[C@@H](C)Oc3ccc(NS(=O)(=O)c4c(C)noc4C)cc3C(=O)N([C@@H](C)CO)C[C@H]2C)cc1
→ -0.1, 3, ., ., ., ., ?
COc1ccc(NC(=O)Nc2ccc3c(c2)CCC3)c(OC)c1
→ 4.2, 5, 0, 1, -2, -2, -2
C[C@H](CO)N1C[C@H](C)[C@@H](CN(C)C(=O)NC2CCCCC2)Oc2ccc(NC(=O)Cc3ccccc3)cc2C1=O
→ -0.5&-0.1, -1&0, 3&2, 5&-4, 17&6, -1, 3&-1
CCCOc1nc(C)cc(COC)c1C(N)=O
→ 6.0, ., 1, -3, ., 0, 4
Cc1ccc(S(=O)(=O)N2CCCCC2)cc1NC(=O)c1cncc(Br)c1
→ ., ., 4, -4, 15, -1, -5
Cc1ccc(S(=O)(=O)N2CCCCC2)cc1C(=O)OCC(=O)N1c2ccccc2NC(=O)C1(C)C
→ 0.1, -1, 4, -10, -7, -1, -3
CN(CC(=O)Nc1cccc(F)c1)C(=O)c1cccc(S(=O)(=O)N2CCN(c3ccccc3)CC2)c1
→ -1.1, 2, 7, 1, -6, 3, -2
Cc1noc(C)c1S(=O)(=O)Nc1ccc2c(c1)C(=O)N([C@H](C)CO)C[C@@H](C)[C@@H](CN(C)C)O2
→ -5.6, -4, 2, 2, -5, 0, 5
CCOc1ccc(CCNC(=O)COC(=O)c2cc(S(=O)(=O)N3CCOCC3)ccc2F)cc1OCC
→ -0.2, 3, 2, 1, 11, 0, 1
COc1ccc(CN2CCN(C(=O)CC(C)C)CC2)cc1
→ 0.2, 18, 5, 4, 7, -4, 7
Cc1cc(S(=O)(=O)ON2C(=O)c3ccccc3C2=O)ccc1F
→ -0.3, 4, 2, 1, 0, 0, -7
CCOC(=O)c1ccc(NC(=S)N2CCN(c3ccc(N4CCOCC4)nn3)CC2)cc1
→ -0.2, ., -2, 1, 13, -2, -4
COc1ccc2c3c([nH]c2c1)[C@@H](CO)NCC31CN(C(=O)Nc2ccc(F)cc2F)C1
→ 0.0, ., ., 3, ., ., -7
CC1(C)CC(=O)C2=C(C1)NC(=O)CC2
→ 0.1, ., 5, -2, ., -1, 15

Complete entries, quoted from the list:
CC1(C)CC(=O)C2=C(C1)NC(=O)CC2 is listed as E-sel inducer: 0.1; PglD inh: .; ERp5 block: 5; S100A4 MyoIIA: -2; Statin myotox sup: .; SIRT5 block: -1; DENV2 CPE: 15
CCOc1ccc(CCNC(=O)COC(=O)c2cc(S(=O)(=O)N3CCOCC3)ccc2F)cc1OCC is listed as E-sel inducer: -0.2; PglD inh: 3; ERp5 block: 2; S100A4 MyoIIA: 1; Statin myotox sup: 11; SIRT5 block: 0; DENV2 CPE: 1
CCOC(=O)c1ccc(NC(=S)N2CCN(c3ccc(N4CCOCC4)nn3)CC2)cc1 is listed as E-sel inducer: -0.2; PglD inh: .; ERp5 block: -2; S100A4 MyoIIA: 1; Statin myotox sup: 13; SIRT5 block: -2; DENV2 CPE: -4

(listing goes on)
Below each compound – E-sel inducer, PglD inh, ERp5 block, S100A4 MyoIIA, Statin myotox sup, SIRT5 block, DENV2 CPE
O=C(N/N=C/c1cc2c(cc1Br)OCO2)c1cc2ccccc2o1
→ ., 1, 1, 2, 19, -2, -5
C[C@@H]1CN([C@@H](C)CO)C(=O)c2cc(-c3cccc(F)c3)cnc2O[C@H]1CN(C)C(=O)c1cccc(F)c1
→ 0.4, -4, 3, -2, -12, 8, 7
CCCC#Cc1ccc2c(c1)O[C@@H](CN(C)S(C)(=O)=O)[C@H](C)CN([C@@H](C)CO)S2(=O)=O
→ -0.2, 2, 10, -17, ., -3, -6
COc1ccc(C)cc1-n1nnnc1SCc1nc2ccccc2c(=O)[nH]1
→ 12, ., 2, 0, ., -7, 3
C[C@H]1CN([C@@H](C)CO)C(=O)c2cc(NS(=O)(=O)c3ccccc3)ccc2O[C@H]1CN(C)Cc1ccc(C(=O)Nc2ccccc2N)cc1
→ 1.3, -4, -1, -16, 35, ., -3
Cc1ccc2c(c1C)NC(=O)C21N2CCCC2C(C(=O)c2ccc3ccccc3c2)C12C(=O)Nc1ccccc12 (centres undefined)
→ ., 0, 0, 3, -10, -3, -5
Cc1ccc(CCN2CC(C(=O)NC(C)C)CC2=O)cc1 (centres undefined)
→ -0.1, -2, 3, -1, 16, -4, ?
CCOc1ccc(/C=C2\SC(=S)NC2=O)cc1OC
→ ., 1, 1, 5, 12, 3, -2
COCCNC(=O)CN1C(=O)CC(C)(C)S(=O)(=O)c2ccccc21
→ ., 2, -1, -1, 2, ., 3
COc1ccc(C(CNC(=O)C(=O)NC2CCCC2)N2CCN(C)CC2)cc1 (centres undefined)
→ ., ., 0, 41, 13, 1, 2
C/C(=N\NC(=O)CN1CCN(S(=O)(=O)c2ccc(C)cc2)CC1)c1ccc(O)cc1
→ -0.4, 3, 1, -4, 4, 15*, .
CSc1ncccc1C(=O)Nc1nc2ccc(S(C)(=O)=O)cc2s1
→ 0.0, 0, 2, -2, 0, 7, -3
